XBP1 UPR activ – adaptive UPR (XBP1) activation. hit rate 0.33% among 330,000. CHO-XBP1 luciferase reporter, IRE1-XBP1 UPR activation, luminescence; percent of tunicamycin response, DMSO as zero. activation, % at 20 µM;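 active = versus positive control, 20 µM dose yields 30% or more activation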;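 note: 100% = tunicamycin at 10 µg/mL and 0% = DMSO only wells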
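Assay system: IRE1-XBP1 luciferase reporter CHO line. Input: 1000 cells/well. Buffer or medium: F12 with 10% serum. Doses: 20 µM, 1% DMSO. Times: overnight seeding at 37 °C, 6 h compound treatment at 37 °C. Technique: Steady-Glo luciferase glow luminescence, 10 min after reagent addition.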
CHOP UPR activ – apoptotic UPR (CHOP) activation; activation, % at 10 µM; hit rate 0.34% among 330,000; CHO-CHOP luciferase reporter, luminescence; percent of tunicamycin response over DMSO baseline;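 active = at 10 µM dose, activation of 40% or more, normalized to positive control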;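 note: 100% = tunicamycin at 10 µg/mL and 0% = DMSO alone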
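System: CHO CHOP reporter cells. Amount: 500 cells per well. Buffer or medium: F12 medium, 10% FBS. Compound dosing: one dose, 10 µM in 0.5% DMSO. Incubation: 6 h compound exposure at 37 °C after overnight seeding. Technique: Steady-Glo luciferase luminescence. Benchmarks: tunicamycin and DMSO controls.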
Mdm2-MdmX inh – disrupts the human Mdm2-MdmX interaction; SaOS-2 split-luciferase Mdm2/MdmX complementation, luminescence; inhibition, % at 8 µM; hit rate 3% among 330,000; AID 485346;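 active = inhibition of at least 50% at 8 µM in the primary screen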
Target sequence (O15151 whole entry, looked up): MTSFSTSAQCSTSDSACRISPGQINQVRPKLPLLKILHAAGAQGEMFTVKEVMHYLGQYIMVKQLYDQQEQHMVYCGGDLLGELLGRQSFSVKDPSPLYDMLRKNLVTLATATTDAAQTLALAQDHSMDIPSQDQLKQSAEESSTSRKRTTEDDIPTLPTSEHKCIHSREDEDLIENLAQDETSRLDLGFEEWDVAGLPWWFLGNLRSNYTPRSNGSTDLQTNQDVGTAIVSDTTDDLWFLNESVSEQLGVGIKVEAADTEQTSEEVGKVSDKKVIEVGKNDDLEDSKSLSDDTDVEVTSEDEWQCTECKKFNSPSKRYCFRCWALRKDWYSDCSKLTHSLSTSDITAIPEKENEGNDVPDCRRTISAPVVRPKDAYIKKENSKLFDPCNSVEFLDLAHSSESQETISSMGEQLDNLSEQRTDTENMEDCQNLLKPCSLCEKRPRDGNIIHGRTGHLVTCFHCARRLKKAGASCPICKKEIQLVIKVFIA
Target sequence (Q00987 whole entry, looked up): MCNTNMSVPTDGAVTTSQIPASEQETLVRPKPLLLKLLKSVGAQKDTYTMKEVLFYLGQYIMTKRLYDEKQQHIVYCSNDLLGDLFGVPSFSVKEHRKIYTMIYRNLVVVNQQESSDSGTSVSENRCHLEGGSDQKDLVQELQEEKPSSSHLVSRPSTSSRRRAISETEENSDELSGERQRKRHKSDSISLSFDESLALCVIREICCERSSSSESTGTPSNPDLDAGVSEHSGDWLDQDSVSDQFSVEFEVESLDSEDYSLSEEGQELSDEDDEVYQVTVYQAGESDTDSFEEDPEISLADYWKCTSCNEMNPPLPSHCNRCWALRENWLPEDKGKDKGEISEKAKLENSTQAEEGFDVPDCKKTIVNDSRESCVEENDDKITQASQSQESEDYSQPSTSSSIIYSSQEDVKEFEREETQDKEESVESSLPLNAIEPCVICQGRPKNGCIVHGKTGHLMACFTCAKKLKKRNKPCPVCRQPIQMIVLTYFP
tim23-1 inh – growth inhibitors of tim23-1 mutant yeast; AID 463212; hit rate 1.3% among 330,000; inhibition, % at 20 µM; S. cerevisiae tim23-1 growth, BacTiter-Glo luminescence, 24 h;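 active = growth inhibition of the mutant yeast at or above 50%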;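 note: temperature-sensitive mutant grown at 25 °C; plate controls were DMSO-treated mutant yeast for no effect and medium wells lacking yeast for full effect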
tim10-1 inh – tim10-1 yeast growth inhibition; S. cerevisiae tim10-1 ts strain growth, BacTiter-Glo, 24 h; hit rate 2.2% among 330,000; inhibition, % at 20 µM;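 active = inhibition of at least 40%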;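 note: mutant grown at 25 °C; 0% = DMSO wells with yeast and 100% = wells holding no yeast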
Jurkat NFkB inh – lowers PMA/ionomycin-induced NF-kB signal in Jurkat cells | PMA/ionomycin-induced NF-kB luciferase reporter, luminescence | AID 435003 | hit rate 0.53% among 330,000 | inhibition, % at 4 µM; in the data active = inhibition above about 50%
697 NFkB inh – lowers PMA/ionomycin-induced NF-kB signal in 697 B cells; 697 B-cell NF-kB luciferase reporter, 16 h; hit rate 0.33% among 330,000; inhibition, % at 4 µM; in the data active = inhibition above about 35%
TIM10 inh – growth inhibitors of TIM10 yeast strain | hit rate 1.4% among 330,000 | S. cerevisiae TIM10 strain growth, BacTiter-Glo luminescence, 24 h | AID 463195 | inhibition, % at 10 µM;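 active = inhibition of 40% or more at the single tested concentration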;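 note: wild-type TIM10 isogenic control strain grown at permissive 25 °C; 0% = DMSO yeast wells and 100% = minimal medium wells without yeast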
Starred values were filed as active, the others as inactive; nt = not tested or not shown. Outcome played no part in choosing rows; 6.6% or so of the library scored in one or more.

SMILES | XBP1 UPR activ | CHOP UPR activ | Mdm2-MdmX inh | tim23-1 inh | tim10-1 inh | Jurkat NFkB inh | 697 NFkB inh | TIM10 inh
COc1ccc(OC)c(C(C)NC(=O)Nc2cccc(C(C)=O)c2)c1 (stereo unspecified) | -2 | -2.2 | 0 | 0 | 3 | -4 | 2 | 3
O=C(NCCc1ccc(Cl)cc1)c1ccc2nccnc2c1 | -2 | 4.5 | -66 | 3 | -13 | -104 | -145 | 7
CC(C)CN1C(=O)/C(=C/c2ccco2)NC1=S | -2 | 3.7 | 29 | 18 | 22 | 5 | 15 | 22
CC(=O)c1c(C(C)=O)c(C)n(-c2ccc(N)cc2)c1C | -3 | 1.1 | -4 | 5 | -5 | -4 | -6 | 3
O=C(CCn1c(=O)sc2ccccc21)NCc1cccs1 | -1 | -0.5 | 4 | 2 | -2 | 3 | 23 | 1
COc1ccccc1OCC(O)CNCc1ccc2c(c1)OCO2 (stereo unspecified) | 2 | -0.5 | 8 | 9 | 8 | 14 | 3 | 12
CCOC(=O)N1CCC(NC(=O)c2cnn3cccnc23)CC1 | 0 | 0.5 | -5 | -2 | 17 | -5 | -15 | 0
CCOc1cc(N2CCOCC2)c(OCC)cc1NC(=O)CSc1nccc(C)n1 | 0 | -1.7 | 4 | 29 | 12 | 11 | 2 | 2
CCOc1cc2c3c(c1)C1(C(=O)N3C(C)(C)CC2C)C(C#N)=C(N)N2C(=C1C#N)Nc1ccccc12 (stereo unspecified) | 1 | 2.3 | 32 | 32 | 25 | 11 | -12 | 8
CN(Cc1ccccc1)C(=O)c1[nH]cnc1C(=O)Nc1ccc(Cl)cc1 | -1 | 3.3 | 10 | 46 | 23 | -15 | -8 | 25
O=C(O)c1ccc(-n2c(-c3cc(-c4ccco4)[nH]n3)n[nH]c2=S)cc1 | -1 | 0.7 | -40 | 8 | 12 | -25 | -5 | -14
O=C(NNc1ccc([N+](=O)[O-])cc1)C1CC1c1ccccc1 (stereo unspecified) | 1 | -0.8 | -2 | -6 | -22 | -8 | 27 | 13
COc1cc(Cc2ccc(N)c(OC)c2)ccc1N | 1 | 0.8 | 8 | -2 | 5 | 10 | -3 | 1
COc1ccc(NC(=O)CC(C)C)c([N+](=O)[O-])c1 | -3 | -0.1 | -11 | 16 | 12 | 4 | 16 | 9
COc1ccc(NC(=O)CN(C)S(=O)(=O)c2cccc3nsnc23)cc1OC | 2 | 0.9 | 5 | -2 | -1 | 1 | 23 | -3
CC1(C)N=C(/C=N/O)CN1O | -2 | -1.5 | 7 | -7 | 1 | -10 | -4 | 6
COc1ccc(Cl)cc1N1C(=O)C2CCCN2C1c1sccc1C (stereo unspecified) | 1 | -2.1 | 20 | 8 | 8 | -3 | 3 | -7
O=C(NC1CCCCC1)c1cc([N+](=O)[O-])ccc1N1CCCC1 | -9 | 1.3 | 13 | 9 | 7 | -11 | 13 | 3
O=C(NC(C(=O)N/N=C/c1cccc2ccccc12)c1n[nH]c(=O)c2ccccc12)c1ccccc1 (stereo unspecified) | 3 | -2.4 | 37 | 16 | 5 | -2 | 19 | 5
CCC1Sc2ccc(S(=O)(=O)CCC(=O)Nc3ccc(NC(C)=O)cc3)cc2NC1=O (stereo unspecified) | -3 | 0.4 | -3 | -13 | -13 | -1 | -12 | 5
O=C(NNc1c2ccccc2nc2ccccc12)C12CC3CC(CC(C3)C1)C2 | 0 | 0.3 | 68* | 11 | 15 | 7 | 2 | 29
CCOC(=O)N1CCC(=NNC(=O)Cn2ccc(C(F)(F)F)n2)CC1 | 3 | 0.4 | -5 | 5 | 3 | 1 | 6 | -10
CCOC(=O)COc1ccccc1/C=N/O | 0 | 5.8 | 0 | 9 | -2 | 3 | 11 | 8
COc1ccc(N=c2oc3cc(O)ccc3cc2C(=O)NCC2CCCO2)cc1 (stereo unspecified) | 1 | 1.4 | 21 | -4 | 11 | -4 | 15 | -12

Four consecutive compounds from above, for reference:
SMILES | XBP1 UPR activ | CHOP UPR activ | Mdm2-MdmX inh | tim23-1 inh | tim10-1 inh | Jurkat NFkB inh | 697 NFkB inh | TIM10 inh
O=C(NNc1c2ccccc2nc2ccccc12)C12CC3CC(CC(C3)C1)C2 | 0 | 0.3 | 68* | 11 | 15 | 7 | 2 | 29
CCOC(=O)N1CCC(=NNC(=O)Cn2ccc(C(F)(F)F)n2)CC1 | 3 | 0.4 | -5 | 5 | 3 | 1 | 6 | -10
CCOC(=O)COc1ccccc1/C=N/O | 0 | 5.8 | 0 | 9 | -2 | 3 | 11 | 8
COc1ccc(N=c2oc3cc(O)ccc3cc2C(=O)NCC2CCCO2)cc1 (stereo unspecified) | 1 | 1.4 | 21 | -4 | 11 | -4 | 15 | -12

Additional entries follow:
SMILES | XBP1 UPR activ | CHOP UPR activ | Mdm2-MdmX inh | tim23-1 inh | tim10-1 inh | Jurkat NFkB inh | 697 NFkB inh | TIM10 inh
COc1ccc(CNC(=O)c2ccc(S(=O)(=O)NCc3ccco3)cc2)cc1 | 0 | 0.8 | 3 | -6 | 0 | 11 | -4 | 10
CC(C)CNC1=CC(=O)CC(c2ccco2)C1 (stereo unspecified) | -2 | -0.4 | -11 | 10 | 11 | -14 | -5 | -24
Cc1nn(CC(=O)Nc2ccc3c(c2)CCC3)c(C)c1[N+](=O)[O-] | -3 | 3.7 | -12 | 6 | -17 | -5 | 5 | -10
COc1ccccc1C1CC(=O)Oc2cc(O)ccc21 (stereo unspecified) | -2 | -0.7 | 20 | 38 | 12 | nt | 19 | 3
Cn1cc(SCC(=O)NCCc2ccccc2)c2ccccc21 | 1 | -1.4 | 14 | 24 | 5 | -6 | 1 | -4
COc1ccc(CCN2CC(C(=O)NCc3ccc(F)cc3)CC2=O)cc1OC (stereo unspecified) | -3 | 1.3 | -6 | -1 | 9 | 4 | 12 | -12
Cc1cc(C)n(-c2ccc(C(=O)OCC(=O)N(CC(C)C)C3CCS(=O)(=O)C3)cc2)n1 (stereo unspecified) | 1 | -0.8 | 15 | -9 | 5 | -4 | -14 | 14
Cc1cccc(NC(=O)Cc2ccc(NC3=NC4CS(=O)(=O)CC4S3)cc2)c1 (stereo unspecified) | -1 | -0.2 | 14 | -4 | 1 | -2 | 9 | 5
Cc1cccc2c1-c1sc(C(=O)Nc3cccnc3)cc1CO2 | 3 | 4.5 | 17 | 10 | 24 | -9 | 9 | -11
COc1cc(OC)nc(/N=C/NO)n1 | -2 | -1.0 | 20 | 9 | 5 | 17 | 6 | 10
CCCc1nc(N)sc1C(=O)OCC | -2 | -2.5 | 18 | 8 | 2 | -21 | 9 | 12
O=C(CNS(=O)(=O)c1ccc(Br)s1)NCC1COc2ccccc2O1 (stereo unspecified) | -1 | -0.8 | -5 | -19 | 33 | -17 | 1 | 61*
O=C(NCc1ccc2c(c1)OCO2)Nc1ccc2nsnc2c1 | 0 | -1.1 | 24 | -5 | -12 | -12 | 4 | -5
Cc1ccc(/C=N/NC(=O)C2=NNC(c3ccccc3)(c3ccccc3)C2)c(O)c1 | 1 | 1.0 | 42 | 37 | 14 | -21 | -16 | 25
CNC(=S)N(Cc1ccccc1)Cc1cccnc1 | 1 | -2.2 | -20 | -6 | -3 | 2 | 0 | -4
COc1ccc(Oc2c(-c3ccc(O)cc3O)n[nH]c2C)cc1 | 1 | -1.3 | 5 | 3 | 20 | 1 | 9 | 6
O=C(/C=C/c1ccco1)N1CCc2ccccc21 | -8 | -0.5 | -172 | 20 | 2 | -117 | -160 | 11
CCN1C(=NCc2ccc(OC)cc2)N[C@@H](c2ccccc2)C(C(=O)OC)=C1C | 0 | -0.3 | 16 | -9 | -16 | 10 | 10 | 4
N#Cc1ccccc1NC(=O)c1ccc2c(c1)OCO2 | -5 | 2.5 | -30 | -8 | 2 | -26 | -30 | 5
CCOC(=O)c1ccccc1NC1c2ccccc2C(=O)N1c1ccc(C)cn1 (stereo unspecified) | -3 | 5.3 | -12 | 31 | 18 | -36 | -54 | 3
COc1cccc(/C=N/n2c(N)nc3ccccc32)c1OC | 11 | 3.7 | 19 | 60* | 10 | -48 | -39 | 44*
Cc1cccc(C)c1NC(=O)CSc1cc(C(=O)c2nccn2C)c2ccccc2n1 | 0 | -0.4 | -3 | -4 | 5 | -4 | -34 | 6
O=C(ONC1=NCCCCC1)c1ccc([N+](=O)[O-])cc1 | -1 | -1.0 | 13 | 86* | 52* | 4 | 11 | 83*
CCCn1c(O)c(/C=C2\C=NN=C2c2ccccc2)sc1=S | 4 | 1.7 | 45 | 8 | 39 | 3 | 10 | 42*
CC(C)NC(=O)CSc1nc2ccccc2n1CC(=O)N1CCc2ccccc21 | 0 | -0.7 | 13 | 26 | 8 | -12 | -2 | 16
COC(=O)c1cc(NC(=O)CC2C(=O)NCCN2C(=O)c2ccc(F)cc2)cc(C(=O)OC)c1 (stereo unspecified) | -4 | 0.4 | 18 | -8 | -16 | -1 | 20 | -1
Cc1oc(-c2ccccc2)cc1C(=O)Nc1ccc2ccccc2c1 | 2 | 2.0 | 19 | 18 | 21 | -22 | -42 | 13
CC(=O)C(=Nc1cccc(Cl)c1)NNc1ccccc1C | -3 | -0.6 | 23 | 20 | -10 | 11 | 2 | 20
COc1ccc(N=CC2=C(O)CC(C)(C)CC2=O)cc1 | 4 | 9.1 | 6 | 16 | 10 | 17 | -14 | 0
CCOC(=O)C1=C(N)n2c(s/c(=C\c3ccco3)c2=O)=C(C(=O)OC(C)C)C1c1ccco1 (stereo unspecified) | 0 | -0.6 | 6 | 7 | 30 | -9 | -42 | 0
COc1ccccc1-c1noc(COC(=O)c2ccc(Br)o2)n1 | -2 | -3.1 | 26 | 29 | -6 | -4 | 18 | -13
Cc1nn(C)cc1S(=O)(=O)NCc1ccc2c(c1)OCO2 | -3 | -0.1 | -4 | 8 | 2 | 14 | 19 | -4
Nc1c(Cl)c(Cl)nc(C(=O)N/N=C/c2cccnc2)c1Cl | 4 | 0.3 | -13 | 18 | -2 | 6 | -1 | 0
O=C(CCCn1c(=S)[nH]c2cc3c(cc2c1=O)OCO3)NCc1ccccc1Cl | -4 | 0.1 | 17 | 5 | 12 | -8 | 13 | -17
O=C(OCC(=O)c1ccc[nH]1)c1ccc(F)c(S(=O)(=O)N2CCOCC2)c1 | 3 | 1.4 | -10 | 17 | 17 | -18 | -6 | 12
Cc1nc2ccccc2n1CC(=O)N1CC(=O)Nc2ccccc21 | -1 | -0.4 | 6 | 5 | -14 | -9 | -24 | -1
CCOC(=O)c1cccc(NC(=O)C2CCC(CNc3c(N4CCOCC4)c(=O)c3=O)CC2)c1 (stereo unspecified) | -2 | -0.9 | 12 | -6 | -24 | -8 | 2 | 8
COc1ccc(C(=O)c2ccc(Br)cc2)cc1 | 0 | 3.7 | -1 | 8 | 8 | -36 | -14 | -5
CN(C)c1nc(-c2ccc([N+](=O)[O-])cc2)cs1 | -2 | 2.9 | 18 | -7 | -3 | -31 | -22 | 6
CCCc1nnc(SCC(=O)Nc2cccc(Cl)c2Cl)o1 | 3 | 0.8 | -2 | 6 | 3 | 1 | 22 | 13
CCN1C(=O)C(CC(=O)Nc2cccc(C(C)=O)c2)S/C1=N\c1ccccn1 (stereo unspecified) | -2 | 1.2 | 16 | 6 | 21 | -9 | 15 | 6
CCNC(=S)N1CCN(c2ccccn2)CC1 | 1 | 2.3 | 6 | 7 | 8 | 14 | 12 | 0
Cc1ccc(Cl)cc1N(CC(=O)NC(C)c1ccccc1)S(C)(=O)=O (stereo unspecified) | -5 | 0.3 | 3 | 7 | 16 | -5 | 3 | 6

Assay outcomes: PubChem, Sanford-Burnham Center for Chemical Genomics
